Assay outcomes from PubChem BioAssay.
Sm TGR inh: qHTS Assay for the Inhibitors of Schistosoma Mansoni Peroxiredoxins; Schistosoma mansoni thioredoxin glutathione reductase (TGR), Q962Y6; purified TGR, DTNB reduction, TNB absorbance 405 nm; Potency, µM (doses to about 114 µM), for inactives: at the highest dose activity change, negative = inhibition, hits mostly inhibitors; actives 3% (n = 360,000); AID 485364, 2010; further: potency means the concentration at half of the fitted maximal effect; on the % scale 0 is the no-effect control and ±100 the full control effect; nearly all actives have a fitted effect of over 60% in size
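Kinetic colorimetric format: TGR-catalysed, NADPH-driven DTNB reduction monitored via TNB absorbance. Enzyme dispensed at 20 nM; compound exposure 15 min at room temperature before reaction start.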
Shiga inhibitor: A qHTS for Small Molecule Inhibitors of Shiga Toxin | actives 9.2% (n = 290,000) | AID 2315, 2010 | Vero cells, Shiga toxin protein synthesis inhibition reporter | inhibition, % at 38.7 µM; in the data active means inhibition mostly above about 28%, no sharp cut-off; inactive means mostly below about 43%; further: 0% is about no effect
CHX counter: Cycloheximide Counterscreen for Small Molecule Inhibitors of Shiga Toxin; max response, %; cell reporter, cycloheximide protein synthesis inhibition counterscreen; actives 12% (n = 300,000); AID 2314, 2010; in the data active means max response mostly above about 13%, no sharp cut-off; inactive means mostly below about 14%; further: read at 38.3 µM for the half of the compounds with a filed dose; 0% is about no effect
Pf growth 96h: Primary qHTS for delayed death inhibitors of the malarial parasite plastid, 96 hour incubation | P. falciparum luciferase reporter growth, 96 h | Potency, µM (highest dose often 28.7 µM), for the others: top-dose activity change, negative = inhibition, most hits filed as inhibitors | actives 6.9% (n = 320,000) | AID 504834, 2011; further: potency means the concentration at half of the fitted maximal effect; on the % scale 0 is the no-effect control and ±100 the full control effect
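Plates of compound plus infected erythrocytes (2% hematocrit, 0.05% parasitemia final) incubate 96 hours, 37 C, 5% CO2. Detection reagent added; reduced luminescence from the parasites' luciferase reporter flags inhibition.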
Pf growth 48h: Primary qHTS for delayed death inhibitors of the malarial parasite plastid, 48 hour incubation; P. falciparum luciferase growth in erythrocytes, 48 h; Potency, µM (doses to about 28.7 µM), for inactives: top-dose activity change, negative = inhibition, hits mostly inhibitors; actives 5.9% (n = 310,000); further: potency means the concentration at half of the fitted maximal effect; on the % scale 0 is the no-effect control and ±100 the full control effect
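Firefly luciferase activity from engineered P. falciparum reports growth; inhibitors lower the luminescent signal. Cultures contained 2% hematocrit erythrocytes at 0.1% final parasitemia.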
FBPA Giardia inh: qHTS Assay for Inhibitors of Fructose-1,6-bisphosphate Aldolase from Giardia Lamblia; actives 0.71% (n = 290,000); purified Giardia FBPA; AID 2451, 2010; A8B2U2; Potency, µM (titrated, usually from 59.6 µM), for the others: top-dose activity, negative = inhibition, usual class: inhibitors; further: potency means the concentration at half of the fitted maximal effect; on the % scale 0 is the no-effect control and ±100 the full control effect; nearly all actives have a fitted effect of over 55% in size
Target sequence (A8B2U2 whole entry, looked up): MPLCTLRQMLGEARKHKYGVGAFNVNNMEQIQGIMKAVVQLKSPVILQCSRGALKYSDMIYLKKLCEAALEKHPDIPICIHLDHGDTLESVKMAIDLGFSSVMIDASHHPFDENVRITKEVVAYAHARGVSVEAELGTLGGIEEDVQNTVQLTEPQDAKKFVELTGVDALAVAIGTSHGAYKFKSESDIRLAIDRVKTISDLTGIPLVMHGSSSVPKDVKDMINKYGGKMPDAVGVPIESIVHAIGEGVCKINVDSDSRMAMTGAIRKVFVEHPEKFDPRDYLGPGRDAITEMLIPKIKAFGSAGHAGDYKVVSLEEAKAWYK
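Giardia FBPA (40 nM reagent) was preincubated 10 min at RT with compound (up to 57.5 uM final), then substrate plus GAPDH/TPI/NAD/arsenate coupling system with diaphorase/resazurin was added; resorufin fluorescence (525/598 nm) was read after 20 min.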
An asterisk follows results filed as active; ? = inconclusive; . = not tested or not shown; & = joins results of further samples; [ ] = remark or other dose. Unless noted, the call rests on the fitted dose curve; in most records, active means well fitted curve in the direction sought with a large enough effect; inconclusive means small, poorly fitted or top-dose-only effect, or another doubt; inactive means no such curve, though single readings can be large; an effect the other way counts as inactive or inconclusive.

SMILES	Sm TGR inh	Shiga inhibitor	CHX counter	Pf growth 96h	Pf growth 48h	FBPA Giardia inh
O=C(N/N=C/c1cccnc1)C(O)c1ccccc1 (configuration not stated)	6%	9	-1	4%	2%	2%
CCC(C)NCCC(=O)Nc1ccc(Cl)c(S(=O)(=O)Nc2ccc(Cl)cc2)c1 (configuration not stated)	8%	12	-2	9.3µM*	10µM*	0%
CCc1nnc(NC(=O)COc2ccc([N+](=O)[O-])cc2)s1	-3%	-2	-1	30%[activator]	10%	4%
Cc1cc(C)cc(N(CC(=O)NCc2ccco2)S(=O)(=O)c2ccccc2)c1	-1%	48*	9	35%[activator]	?	4%
Cc1ccc(CNC(=O)c2ccc(N3CCC4(CC3)CC(c3ccccc3)=NO4)c(NC(=O)c3ccccc3)c2)cc1	-3%	.	.	?	4.7µM*	.
CN(/N=C/c1c[nH]c2ccccc12)c1cnn(-c2ccc(F)c(Cl)c2)c(=O)c1Cl	-2%	14	-5	-18%	.	3%
CN(C)C(/C=C/Nc1ccc(Br)cc1)=C(C#N)C#N	-2%	-10	3	4%	1%	0%
COC(=O)c1ccc(Cn2nnc3c(=O)[nH]c(C4CCCN(S(=O)(=O)c5ccc(C)cc5)C4)nc32)cc1 (configuration not stated)	-9%	14	12	?	?	-21%
CNc1cncc(C(=O)O)c1	2%	-12	12	30%[activator]	2%	-23%
Cc1cc(C)cc(OCC(=O)NC(C)c2ccccc2)c1 (configuration not stated)	-1%	16	4	-4%	.	10%
Cc1ccc(NC(=O)COC(=O)c2ccc(F)cc2Cl)c(Br)c1	-4%	-3	6	24%	4%	-3%
CCn1cc(C(=O)O)c(=O)c2cc(F)c(N3CCN(C(=S)NC(=O)c4ccc(Br)cc4)CC3)cc21	-17%	16	-1	-8%	?	8%
CCN(c1ccccc1)S(=O)(=O)c1ccc(OC)c(NC(=O)CNCCc2ccccc2)c1	14%	36	25*	?	12µM*	?
O=C(c1cccc(F)c1)N1CCN(S(=O)(=O)Cc2ccccc2)CC1	4%	-2	1	0%	2.9µM*	3%
CCOc1ccc2[nH]c(=O)c(CN(CCO)C(=O)c3ccc(OC)c(OC)c3)cc2c1	4%	-13	-4	-14%	.	-4%
Cc1cccc(NC(=O)CCN2CCCC(C)C2)c1 (configuration not stated)	0%	-17	-3	-7%	24%	-26%
CCOC(=O)c1c(NC(=O)CSc2ncccn2)sc2c1CCN(Cc1ccccc1)C2	-14%	3	-2	7.4µM*	?	-24%
Cc1ccc(S(=O)(=O)N2CCN(C(=O)COC(=O)c3cccnc3Cl)CC2)c(C)c1	-9%	.	.	?	-24%	.
C/C(O)=C(\C#N)c1nc2ccccc2[nH]1	-6%	-9	-4	65%[activator]	.	-11%
Cn1cnnc1SCC(=O)Nc1ccc(F)cc1F	7%	49	-1	-20%	44%[activator]	0%
Cc1ccc(Cn2c(N3CCN(CCO)CC3)nc3c2c(=O)n(C)c(=O)n3C)cc1	-5%	-11	-4	?	0%	-1%
Cc1ccc(NC(=O)COC(=O)CCn2c(C)csc2=O)c([N+](=O)[O-])c1	-11%	.	.	13%	-22%	.
COc1ccccc1-c1oc2ccccc2c1C#CCCCCO	0%	.	.	?	?	.
CCOC(=O)COc1cc(N)c(Cl)cc1Cl	4%	15	27*	31%[activator]	-28%	-15%
N#CC1=C(N)NC(SCc2ccc(Cl)cc2)=C(C#N)C12CCCCC2	2%	13	-1	-2%[5.75 µM]	-13%	-9%
CCOc1ccc(CN(C)C(=O)c2ccc(NC(=O)CC3SC(N4CCCC4)=NC3=O)cc2)cc1 (configuration not stated)	-8%	15	4	?	?	.
O=C(NCCc1ccccc1)c1ccc2c(c1)OCCCO2	-17%	-32	-17	-38%	-40%	-7%
COc1cccc2cc(C(C)N(CCCN3CCOCC3)C(=S)Nc3cccc(C)c3C)oc12 (configuration not stated)	2%	-7	-2	-19%	?	-2%
COc1cccc(CNC(=O)C2CCCN(S(=O)(=O)c3cccc4nonc34)C2)c1 (configuration not stated)	-5%	-18	-8	?	.	-1%
CCn1c(N2CCN(Cc3ccc([N+](=O)[O-])cc3)CC2)nc2ccccc21	-6%	2	-3	13µM*	?	?
COc1ccc(CC2(CO)CCN(Cc3cc4ccccc4o3)CC2)cc1	-1%	-15	6	-24%	?	0%
COc1ccc(CCC(C(O)C(F)(F)F)S(=O)c2ccccc2)cc1 (configuration not stated)	3%	-2	-1	2.1µM*	?	-6%
NC(=O)c1cc(Cl)ccc1OCC(=O)N1CCCc2ccccc21	-3%	45	10	-18%	4%	-2%
CCOC(=O)C1(Cc2ccc(OC)cc2)CCN(C(=O)C2CCCO2)CC1 (configuration not stated)	4%	5	9	45%[activator]	0%	1%
NC(=O)CNCCC(c1ccccc1)c1ccccc1	3%	.	.	3%	-5%	5%&-2%
COc1cc(NC(=O)C/C(C)=N/NC(=O)c2cccs2)c(OC)cc1Cl	.	67*	25*	81%[activator]	24%	-16%
CC(C)(C)OC(=O)N[C@@H](Cc1ccccc1)C(=O)N1CCC(C(=O)O)CC1	12%	-2	-4	32%[activator]	5%	4%
COc1cnn(-c2ccc(Br)cc2)c(=O)c1SCc1ccccc1	-2%	130*	49*	22%	14%	-6%
CCOC(=O)c1c(C)[nH]c(C(=O)CSc2ccc(Cl)cc2)c1C	8%	89*	22*	.	93%[activator]	4%
N#CC1=C(SCc2ccccc2)NC2=C(C(=O)CCC2)C1c1ccc2c(c1)OCO2 (configuration not stated)	?	11	10	59%[activator]	?	-18%
O=C(CNC(=O)c1ccc(F)cc1)Nc1ccccc1C(F)(F)F	8%	13	3	7%	-1%	2%
O=C(CCl)NN1C(=O)NC2(CCCCC2)C1=O	-23%	24	5	?	?	1%
CC1=CCC2([N+](=O)[O-])CN(CC(=O)O)CC1([N+](=O)[O-])C2 (configuration not stated)	-1%	-11	-3	-21%	23%	1%
O=[N+]([O-])c1ccc(OCCCOc2cccc3cccnc23)cc1	-20%	.	1	?	11%	-10%
COCCCNC(=O)/C(C#N)=C/c1ccc(OCC(=O)O)c(OC)c1	-28%	1	-1	-9%	-7%	-27%
O=C(N/N=C/c1cn(-c2cccs2)nc1-c1ccccc1)c1ccccc1Br	-3%	55	25*	?	11%	-4%
COc1ccc(N=Cc2c(O)n(-c3ccc(C)cc3)c(=O)[nH]c2=O)cc1	-4%	17	0	-1%	61%[activator]	1%
CCC(Sc1nc2ccccc2c(=O)[nH]1)C(=O)O (configuration not stated)	-1%	-8	13	.	-6%	-1%
Cc1nc2ccc(S(=O)(=O)NCC(=O)N3CCCC(C)C3)cc2s1 (configuration not stated)	10%	1	2	?	-6%	8%
Cc1cc(C(=O)NC2CCCCC2)c(C)o1	-4%	.	.	42%[activator]	-4%	.
O=C(NCc1ccccn1)Nc1ccc(Br)cc1	11%	29*	12*	1.7µM*	13%	11%
COc1ccccc1CNC(=O)CN1C(=O)CSc2ccc(S(=O)(=O)N3CCCC3)cc21	-3%&0%	-2	6	?	13µM*	-1%
Cc1cc(S(N)(=O)=O)ccc1N=Cc1c(O)n(-c2ccccc2)c(=O)[nH]c1=O	.	-29	-2	16%	5%	5%
COc1ccc(NC(=O)/C(C#N)=C/c2ccc(Br)o2)cc1	-25%	52*	22*	-13%	2%	-8%
CNC(=S)N(CCc1c(C)[nH]c2ccccc12)Cc1cc(OC)c(OC)c(OC)c1	-4%	-24	-5	?	?	-7%
O=C(N[C@@H](Cc1ccccc1)C(=O)N1CCN(S(=O)(=O)c2ccc(F)cc2)CC1)c1ccco1	0%	.	.	-16%	?	.

14 structures already listed, arranged by count of non-hydrogen atoms, falling.
SMILES	Sm TGR inh	Shiga inhibitor	CHX counter	Pf growth 96h	Pf growth 48h	FBPA Giardia inh
O=C(N[C@@H](Cc1ccccc1)C(=O)N1CCN(S(=O)(=O)c2ccc(F)cc2)CC1)c1ccco1	0%	.	.	-16%	?	.
COc1ccccc1CNC(=O)CN1C(=O)CSc2ccc(S(=O)(=O)N3CCCC3)cc21	-3%&0%	-2	6	?	13µM*	-1%
N#CC1=C(SCc2ccccc2)NC2=C(C(=O)CCC2)C1c1ccc2c(c1)OCO2 (configuration not stated)	?	11	10	59%[activator]	?	-18%
O=C(N/N=C/c1cn(-c2cccs2)nc1-c1ccccc1)c1ccccc1Br	-3%	55	25*	?	11%	-4%
CC(C)(C)OC(=O)N[C@@H](Cc1ccccc1)C(=O)N1CCC(C(=O)O)CC1	12%	-2	-4	32%[activator]	5%	4%
COc1cc(NC(=O)C/C(C)=N/NC(=O)c2cccs2)c(OC)cc1Cl	.	67*	25*	81%[activator]	24%	-16%
COCCCNC(=O)/C(C#N)=C/c1ccc(OCC(=O)O)c(OC)c1	-28%	1	-1	-9%	-7%	-27%
Cc1nc2ccc(S(=O)(=O)NCC(=O)N3CCCC(C)C3)cc2s1 (configuration not stated)	10%	1	2	?	-6%	8%
CCOC(=O)c1c(C)[nH]c(C(=O)CSc2ccc(Cl)cc2)c1C	8%	89*	22*	.	93%[activator]	4%
COc1ccc(NC(=O)/C(C#N)=C/c2ccc(Br)o2)cc1	-25%	52*	22*	-13%	2%	-8%
CC1=CCC2([N+](=O)[O-])CN(CC(=O)O)CC1([N+](=O)[O-])C2 (configuration not stated)	-1%	-11	-3	-21%	23%	1%
O=C(NCc1ccccn1)Nc1ccc(Br)cc1	11%	29*	12*	1.7µM*	13%	11%
O=C(CCl)NN1C(=O)NC2(CCCCC2)C1=O	-23%	24	5	?	?	1%
Cc1cc(C(=O)NC2CCCCC2)c(C)o1	-4%	.	.	42%[activator]	-4%	.
